# Compound activity from PubChem.
# SR-BI HDL uptake: inhibitors of SR-BI mediated HDL lipid uptake, primary screen, ldlA[mSR-BI] cells, fluorescence, single point; Scavenger receptor class B member 1 (Mus musculus), Q61009; ldlA[mSR-BI] CHO cells, DiI-HDL uptake fluorescence, 3 h; inhibition, % at 12.5 µM; 0.96% of 320,000 active;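 active = mean replicate inhibition of at least 70% and a set share of replicates each scoring 70 or more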;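 also: 0% = median of neutral control wells and 100% = median of positive control wells; values of inactives mirror those of a sister screen read the other way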
# Target sequence (Q61009 whole entry, looked up): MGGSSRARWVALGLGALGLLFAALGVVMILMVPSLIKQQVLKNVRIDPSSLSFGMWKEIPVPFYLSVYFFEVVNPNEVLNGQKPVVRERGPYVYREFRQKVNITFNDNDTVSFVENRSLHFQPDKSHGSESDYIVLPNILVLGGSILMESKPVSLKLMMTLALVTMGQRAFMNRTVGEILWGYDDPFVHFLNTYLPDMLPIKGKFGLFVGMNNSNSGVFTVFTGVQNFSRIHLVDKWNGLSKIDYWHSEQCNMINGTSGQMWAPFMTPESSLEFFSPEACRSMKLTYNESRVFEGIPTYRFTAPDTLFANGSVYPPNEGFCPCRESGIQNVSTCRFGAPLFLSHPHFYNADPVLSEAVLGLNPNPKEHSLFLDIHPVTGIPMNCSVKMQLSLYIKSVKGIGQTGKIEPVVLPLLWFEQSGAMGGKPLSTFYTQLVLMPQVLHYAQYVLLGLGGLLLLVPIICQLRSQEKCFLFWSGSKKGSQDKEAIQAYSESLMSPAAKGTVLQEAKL
# Arrestin-AP2 inh: inhibitors of beta-arrestin/AP2 binding, primary screen, biochemical, GPCR trafficking, flow cytometry. FITC-arrestin peptide / GST-AP2 beads; AP2 beta2 appendage carries R879A mutation. 0.31% of 340,000 active. beta-arrestin 1 C-terminal peptide binding to AP2 beta2-adaptin appendage (human). inhibition, % at 10 µM;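 active = inhibition above a set limit, near 3 SD of compounds lacking own fluorescence, cut at about 54% in these data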;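 also: plate controls were DMSO wells for no effect and 5 µM unlabelled arrestin peptide for full effect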
#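 Test system: GST-tagged AP2 beta2-adaptin appendage (R879A) on 4 µm glutathione beads; also added: fluorescein-tagged arrestin peptide at 50 nM final; timing: 12 min plus 1 h, RT; signal: flow cytometry, FL1 (488/535 nm); read-out: percent drop in bead-associated FITC signal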
# PvdQ inh: P. aeruginosa PvdQ acylase inhibitors, primary screen, biochemical, fluorescence, plate reader and imaging, single point; PvdQ acylase [Pseudomonas aeruginosa LESB58]; inhibition, % at 10 µM; purified PvdQ acylase; AID 488965, 2010; 0.063% of 340,000 active; in the data active = inhibition above about 30%, passing the limit was not always enough;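 also: 0% = vehicle neutral wells and 100% = reference inhibitor wells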
# RTF Ca sens inh: cardiac RTF calcium sensitivity inhibitors, primary screen, biochemical, IANBD-TnC fluorescence, EC70 calcium. inhibition, % at 7.15 µM. AID 493244, 2011. Troponin I, cardiac muscle (Homo sapiens) + Troponin T, cardiac muscle (Homo sapiens) + …. 0.12% of 340,000 active. IANBD-labeled cardiac RTF, Ca2+ fluorescence;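 active = inhibition above the mean inhibition of all tested compounds plus 3 SD, cut at about 17% in these data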;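 also: assay run at fixed EC70 calcium of 1.6 mM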
# PKA-R2B act: activators of PKA-R2B holoenzyme, primary screen, biochemical, fluorescence polarization, Cy5-IP20, human | 0.079% of 340,000 active | activation, % at 11.4 µM | AID 504700, 2011 | PKA-R2B holoenzyme dissociation; R2B truncated from residue 108, S112A mutant; 0% DMSO only, 100% 113 µM cGMP;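 active = activation above a cutoff set at the mean over all compounds plus 3 SD, cut at about 18% in these data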;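 also: higher means more holoenzyme dissociation and a rise in polarization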
# Target sequence (P31323 whole entry, looked up, other chains not shown, the tested form may be a part): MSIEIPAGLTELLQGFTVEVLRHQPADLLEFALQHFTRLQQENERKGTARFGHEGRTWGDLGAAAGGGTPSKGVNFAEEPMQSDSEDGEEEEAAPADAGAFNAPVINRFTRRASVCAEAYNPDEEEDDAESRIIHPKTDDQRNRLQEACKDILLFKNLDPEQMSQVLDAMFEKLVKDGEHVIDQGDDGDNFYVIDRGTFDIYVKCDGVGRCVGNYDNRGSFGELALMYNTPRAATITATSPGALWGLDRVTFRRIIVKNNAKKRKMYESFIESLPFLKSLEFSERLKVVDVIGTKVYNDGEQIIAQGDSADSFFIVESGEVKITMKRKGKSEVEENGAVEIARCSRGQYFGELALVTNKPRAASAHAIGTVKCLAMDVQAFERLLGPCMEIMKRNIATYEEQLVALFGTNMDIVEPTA
# LANA DNA inh: inhibitors of KSHV C-LANA binding to DNA, primary screen, biochemical, fluorescence polarization, FAM-LBS DNA, MBP-C-LANA, single point | Kaposi's sarcoma herpesvirus LANA C-terminal domain (residues 932-1162) DNA binding | inhibition, % at 9 µM | 0.078% of 340,000 active | AID 504423, 2011;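 active = highest replicate inhibition at or above 60% at 9 µM, even if other replicates fall short; inactive = all replicates below 60% inhibition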;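 also: 0% = neutral control wells and 100% = 4 µM acridine orange control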
# Keap1 Nrf2 FP: Keap1-Nrf2 protein-protein interaction inhibitors, primary screen, biochemical, fluorescence polarization, single point. Kelch-like ECH-associated protein 1 (Homo sapiens), Q14145. Keap1 Kelch-Nrf2 peptide fluorescence polarization, 1536-well. inhibition, % at 9.4 µM. 0.15% of 340,000 active; in the data active = inhibition above about 12%;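 also: human Keap1 Kelch domain with fluorescein labeled Nrf2 9mer peptide probe; 0% = neutral control wells and 100% = peptide positive control; higher means more block of Keap1 binding to Nrf2 peptide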
# NSD2 inh: NSD2 histone methyltransferase inhibitors, primary screen, biochemical, AlphaScreen, single concentration, set 2; Histone-lysine N-methyltransferase NSD2 (Homo sapiens), O96028; NSD2 peptide methylation, 120 min; inhibition, % at 12.5 µM; 0.54% of 310,000 active; AID 743445, 2014; in the data active = inhibition above about 50%
# SR-BI DiI-HDL act: activators of SR-BI mediated DiI-HDL uptake, primary screen, ldlA[mSR-BI] CHO cells, DiI fluorescence; activation, % at 12.5 µM; 3 h; 100 = double the neutral-control signal; AID 504775, 2011; 0.096% of 320,000 active;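 active = mean replicate activation of at least 60% and every replicate at or above 60%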;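 also: 0% = median plate neutral-control signal and 100% = twice that signal; values of inactives mirror those of a sister screen read the other way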
#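 Material: SR-BI-overexpressing, LDLR-lacking CHO cells | Dosing: Single compound concentration, delivered by pin transfer | Probe or stimulus: Labelled HDL, 10 µg/mL | Signal: Bottom-read cell fluorescence after medium removal, ex 550/em 595 nm | Schedule: 3 h, 37 °C | Evaluation: HDL uptake via cellular fluorescence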
# DAGLB inhibitor: DAGLB lipase inhibitors, primary screen, biochemical, fluorescence, HTS | Diacylglycerol lipase-beta (Homo sapiens), Q8NCG7 | AID 504411, 2011 | inhibition, % at 5.17 µM | HEK293T DAGLB membrane lysate, EnzChek fluorogenic substrate | 0.059% of 340,000 active; in the data active = inhibition above about 34%;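 also: 0% = enzyme with vehicle and 100% = wells lacking enzyme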
# * marks the source's active call; other numbers are inactive results; nt = no result given.
mol	SR-BI HDL uptake	Arrestin-AP2 inh	PvdQ inh	RTF Ca sens inh	PKA-R2B act	LANA DNA inh	Keap1 Nrf2 FP	NSD2 inh	SR-BI DiI-HDL act	DAGLB inhibitor
c1ccc(-c2nnc3n2-c2ccccc2SC3)cc1	-25	-8	-14	-9	3	-1.4	1	0	25	-1
O=C(c1cccc(OC(F)F)c1)N1CCN(c2ncccn2)CC1	-7	11	-9	-3	2	-0.5	-3	-1	7	-3
COc1cccc(CN2CCNC(=O)C2CC(=O)N(C)C2CCOCC2)c1 (centres undefined)	-8	-5	2	-6	-7	0.5	-5	3	8	-2
Cc1ccc(S(=O)(=O)N2CC3CCC2C3)cc1 (centres undefined)	-3	-2	-10	-1	-2	0.2	-3	nt	3	-2
O=C(Nc1nc2cc3c(cc2s1)OCO3)c1ccco1	17	26	18	3	-6	-2.5	2	-2	-17	-2
CCn1c(=S)sc2c(=O)[nH]c(C)nc21	15	-9	-15	-4	-7	1.1	-2	-11	-15	0
CC(=O)N1CC(=O)N=C1SCC(=O)Nc1nc(C)c(-c2ccccc2)s1	nt	24	6	-6	13	-0.4	-1	18	nt	-31
COc1ccc(CC(=O)NCc2nnc(SCC(=O)Nc3ccccc3)n2C)cc1	-7	2	-2	-10	-11	-0.7	2	0	7	-1
O=C(COc1ccccc1)N1CCN=C1SCc1cccc(F)c1	-1	35	-3	7	-10	1.2	5	3	1	-3
Cc1cc(O)c(C(C)C)cc1NS(=O)(=O)c1ccccc1	-5	27	16	6	-3	0.0	0	-1	5	-2
CCOC(=O)C/C(C)=N/NC(=O)CN(c1ccc(Br)cc1)S(=O)(=O)c1ccccc1	41	0	-9	-15	-9	0.7	4	0	-41	-2
Cc1ccc(/C=C2/SC(=Nc3ccc(F)cc3)NC2=O)s1	-21	-27	-12	-4	-8	2.2	6	-1	21	-3
COc1ccc(NC(=S)Nc2nc(CC(=O)Nc3ccccc3OC)cs2)cc1	50	19	15	7	1	-1.1	1	32	-50	1
S=C(NCc1ccccn1)Nc1ccccc1Cl	35	-2	-13	15	2	-0.6	2	-1	-35	3
CCCCNc1nnc(SCC(=O)c2c(N)n(C3CC3)c(=O)[nH]c2=O)s1	3	-12	-17	-4	-11	0.1	-5	-1	-3	1
N#CC1(Cc2ccc(Cl)cc2)c2ccccc2C=CN1C(=O)c1ccccc1 (centres undefined)	20	9	15	-10	-9	0.7	2	-1	-20	-6
COC(=O)c1ccc2c(c1)c(-c1ccccc1)c(-c1ccccc1)n2C	14	-8	-22	-4	-1	2.2	-4	nt	-14	-14
Cc1cc(C)cc(-c2nnc(SCC(=O)c3c(N)n(C4CC4)c(=O)[nH]c3=O)o2)c1	-10	-6	-20	1	8	-0.2	-5	-3	10	-2
CC(=O)N(C)Cc1ccc(C(=O)CSc2nnc(C3CC3)n2C2CC2)cc1	-17	21	3	7	2	-0.2	-2	1	17	-2
O=[N+]([O-])c1cccc(S(=O)(=O)N2CCN(c3ccccn3)CC2)c1	-24	-8	-1	6	10	-1.5	6	-1	24	-4
COC(=O)c1c(NC(=O)Nc2ccc(Cl)cc2)sc(C)c1C	43	1	-16	-2	-5	-0.3	-3	-3	-43	-4
O=C(N/N=C/c1ccc(O)cc1)c1cc(-c2ccccc2)nc2ccccc12	37	38	10	-2	-8	-1.9	-1	-2	-37	-4
COc1ccc2c(c1OC)C(=O)OC2Nc1ccc(S(=O)(=O)N=C(N)N)cc1 (centres undefined)	nt	5	8	-2	1	0.2	-3	nt	nt	1
CC(=O)C1CCC2C3CCC4CC(=O)CCC4(C)C3C=CC12C (centres undefined)	5	-7	-5	2	-2	0.8	-6	-1	-5	-4
COc1ccc(S(=O)(=O)N2CCC3(CC2)CC(=O)c2ccccc2O3)cc1OC	-12	-7	13	-5	-7	nt	nt	4	12	0
Cc1ccc(Cn2ccc(NC(=O)c3noc4c3CCCC4)n2)cc1	-10	1	-9	-6	-5	0.0	-1	1	10	-2
CCOC(=O)C1CCN(C(=O)c2ccc3c(c2)OCCO3)CC1	-11	-14	-14	-10	6	1.7	2	-2	11	-5
COC(=O)c1ccc(Cn2cc([N+](=O)[O-])cn2)cc1	-6	5	-19	-3	9	1.0	-1	3	6	-1
COc1ccccc1NC(=O)c1cc(C(=O)O)ccc1C(=O)O	-19	-6	-9	-5	1	0.4	-3	-4	19	2
CCOC(=O)/C(=C/c1ccc(OC(=O)c2ccccc2)cc1)C(C)=O	-7	6	-8	-5	-8	0.2	-6	3	7	0
Cc1cc(NC(=O)CSc2nc3ccccc3[nH]2)no1	11	1	-2	-1	-13	-3.6	3	-2	-11	1
COc1ccc(-n2cnc3cc(C(=O)N4CCOCC4)ccc32)cc1	-36	0	-17	-1	5	-0.4	-5	0	36	1
CC(C)NC(=O)N(C)C[C@H]1Oc2c(cccc2N(C)C)C(=O)N([C@H](C)CO)C[C@@H]1C	-13	1	-11	-6	3	1.5	-4	nt	13	1
COC(=O)C1CCN(C(=O)COc2cc3sc(C)nc3c3sccc23)CC1	-4	-3	-4	4	-6	1.7	3	3	4	-1
COc1ccc(OC)c(S(=O)(=O)Nc2cc3c4c(c2)C(C)C(=O)N4CCC3)c1 (centres undefined)	-18	-2	-7	0	-15	1.4	4	-6	18	0
CCC(NC(=O)c1cccc(Cn2nc(C)c([N+](=O)[O-])c2C)c1)c1ccc(C(C)C)cc1 (centres undefined)	42	-3	-22	-4	-8	-0.2	-3	-6	-42	-3
COc1ccc2[nH]cc(CCNC(=O)C3CCCCC3)c2c1	nt	-13	-15	-6	-1	-0.6	-3	6	nt	-2
O=C(COc1ccccc1Cl)Nc1cc(NC(=O)COc2ccccc2Cl)cc(C(=O)O)c1	-4	21	4	5	5	-2.0	-1	0	4	3
O=C(CNC(=O)c1cccs1)N=Nc1c(O)[nH]c2ccc([N+](=O)[O-])cc12	-33	0	-2	-2	-1	-0.2	-4	2	33	6
NC(=O)c1ccc(NC(=O)c2ccc(CN3CCOCC3)cc2)cc1	-18	-10	0	-11	8	0.0	6	-2	18	3
O=C(/C=C\c1ccco1)Nc1ccc(N2CCN(C(=O)c3ccccc3)CC2)cc1	7	-1	-9	0	-13	4.3	-2	1	-7	-1
Cc1ccc(CN(C)CCc2ccccn2)cc1	-8	-2	-5	-1	-4	-0.9	-5	9	8	0
O=C1N=c2ccccc2=C1c1sc(Nc2ccc(O)cc2)nc1O	24	4	-17	15	8	0.9	-2	-5	-24	0
O=C(CCSc1ccc(F)cc1)NNC(=O)c1ccc([N+](=O)[O-])cc1	-12	17	3	1	-1	0.5	0	13	12	-2
COc1ccccc1N1CCN(CC(=O)Nc2ccccc2C(=O)NC(C)c2ccccc2)CC1 (centres undefined)	2	23	-7	-4	-5	1.5	1	-2	-2	-2
O=C(NC1CC(=O)N(c2ccccc2)C1)N1CCN(C(=O)c2ccco2)CC1 (centres undefined)	-16	-1	-8	-15	-7	1.0	0	-2	16	0
O=C(c1cc2ccccc2o1)N1CCN(c2ccccc2Cl)CC1	-10	33	-3	13	10	-1.3	1	-4	10	-13
CCc1ccc(C2NC(c3ccc(CC)cc3)C([N+](=O)[O-])C(C)(C)C2[N+](=O)[O-])cc1 (centres undefined)	-8	-4	2	-11	-1	1.3	-1	-2	8	-14
COCCNC(=O)CSc1nnc(-c2ccc(C)cc2)c(-c2ccc(C)cc2)n1	56	2	-12	-9	-5	0.6	-1	4	-56	-7
O=C(NCCc1ccccc1)c1ccc2c(c1)N(Cc1ccccc1)C(=O)CS2=O (centres undefined)	1	8	-7	0	2	-0.6	0	nt	-1	0
CCCCn1c(N)c(N(CCOC)C(=O)C2CCCN(C(=O)c3ccc(Cl)cc3)C2)c(=O)[nH]c1=O (centres undefined)	-12	-23	-8	-1	-7	1.4	2	2	12	1
COc1ccc(C2C(C(=O)N3CCN(c4ccc(OC)cc4)CC3)c3ccccc3C(=O)N2C)cc1 (centres undefined)	-22	-2	-6	-4	2	-1.5	-6	nt	22	3
O=C(Nc1cccc([N+](=O)[O-])c1)N(c1ccccc1)c1ccccc1	-4	-3	9	-4	-1	-3.5	6	4	4	3
CCOC(=O)c1cc2c(c(CCO)n1)[C@@H](CCO)N(S(=O)C(C)(C)C)C2 (some centres undefined)	19	6	-9	-4	2	-0.2	-4	nt	-19	0
Cc1cc(C(=O)Nc2ccc(N3CCOCC3)cc2)c2ccccc2n1	25	2	-6	-6	-2	-0.6	0	0	-25	0
CC(C)(C)NC(=O)[C@@H]1CN(Cc2cccnc2)CCN1C[C@@H](O)C[C@@H](Cc1ccccc1)C(=O)N[C@H]1c2ccccc2C[C@H]1O	-9	-3	3	10	-2	-0.7	5	nt	9	0
CCN(CC(=O)NCc1ccc(Cl)cc1)C(=O)c1c(C)noc1C	-11	8	-15	6	-4	0.6	-1	-1	11	-1
CCOC(=O)CN1C(=O)S/C(=C/c2cccc([N+](=O)[O-])c2O)C1=O	-40	-21	1	4	-2	-0.3	-2	1	40	12
C/C(=N\NC(=O)c1ccoc1C)c1ccc(Br)s1	9	-2	-14	4	-2	-0.5	-6	-3	-9	0
COc1ccccc1NC(=O)N1CCN(c2cc(-c3ccccc3)nc3ncnn23)CC1	35	8	-1	-3	13	-0.2	4	nt	-35	2
